Giardia kill: Small Molecules that selectively kill Giardia lamblia: qHTS. activity change, % at 7.66 µM, hits read low. Giardia lamblia trophozoite viability. 0.15% of 340,000 active. AID 540267, 2011; in the data active means activity change below about -80%; inconclusive means between about -30% and that limit;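 further: parasites exposed to compound for two days anaerobically before the ATP read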
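Trophozoites 100 cells/well + cpd; 48 hrs, 37 deg C, anaerobic. ATPLite 1-Step added, 15-30 min RT, luminescence read (ATP-based viability).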
KCNH2 3.1 inh: qHTS for Inhibitors of KCHN2 3.1: Mutant qHTS; Potassium voltage-gated channel subfamily H member 2, brain isoform KCNH2 3.1 (human); U2OS KCNH2 3.1, thallium flux FluxOr; stronger effect = lower value; activity change, % (tested at about 1.8 µM); 0.95% of 340,000 active; AID 720553, 2013;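 active means maximum activity change below -70%; inconclusive means maximum activity change from -70% to -50%; inactive means maximum activity change above -50%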;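 further: thallium influx rate constant from kinetic fluorescence after stimulation buffer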
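Kinetic fluorescence (2 min after stimulation buffer) measures Tl+ influx through KCNH2 3.1 expressed by viral transduction in U2OS cells; the rate constant is normalized against DMSO controls serving as positive and negative references.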
Eya2 phos inh: qHTS Assay for Inhibitors of the Phosphatase Activity of Eya2; Protein phosphatase EYA2 (Homo sapiens), O00167; recombinant Eya2, OMFP fluorescence dephosphorylation (OMFP is methylfluorescein phosphate); Potency, µM (highest dose often 76.9 µM), inactives show at the top dose activity, negative = inhibition, usual class: inhibitors; 0.006% of 330,000 active; further: potency means the concentration at half of the fitted maximal effect
Target sequence (O00167 whole entry, looked up): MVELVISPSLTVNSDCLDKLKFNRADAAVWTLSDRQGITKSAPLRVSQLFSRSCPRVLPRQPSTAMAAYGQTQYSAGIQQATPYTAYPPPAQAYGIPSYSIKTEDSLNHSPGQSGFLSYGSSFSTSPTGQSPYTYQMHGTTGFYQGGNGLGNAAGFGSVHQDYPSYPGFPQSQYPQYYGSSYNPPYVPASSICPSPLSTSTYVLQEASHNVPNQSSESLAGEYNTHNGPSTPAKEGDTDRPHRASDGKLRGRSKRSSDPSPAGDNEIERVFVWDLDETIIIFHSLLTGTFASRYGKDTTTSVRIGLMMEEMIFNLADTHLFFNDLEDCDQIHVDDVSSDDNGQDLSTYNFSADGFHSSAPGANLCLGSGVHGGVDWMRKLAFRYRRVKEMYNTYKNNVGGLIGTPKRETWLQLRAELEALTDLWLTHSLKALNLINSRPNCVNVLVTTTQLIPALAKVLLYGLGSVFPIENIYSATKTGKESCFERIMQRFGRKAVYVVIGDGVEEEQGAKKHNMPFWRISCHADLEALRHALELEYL
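Eya2 protein (added as 0.2 uM solution) was preincubated with compound for 10 min at ambient temperature in 50 mM HEPES pH 7.5, 50 mM NaCl, 5 uM MgCl2, 0.05% BSA, 1 mM DTT. OMFP (added at 50 uM) then reacted 10 min; fluorescence read at 485/525 nm.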
hERG WT inh: qHTS for Inhibitors of KCHN2 3.1: Wildtype qHTS. Voltage-gated inwardly rectifying potassium channel KCNH2 (Homo sapiens), Q12809. U2OS, BacMam KCNH2, thallium flux FluxOr; stronger effect = lower value. activity change, % at 1.84 µM. 0.37% of 340,000 active. AID 720551, 2013;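 active means maximum activity change below -70%; inconclusive means maximum activity change between -70% and -50%; inactive means maximum activity change above -50%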
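U2OS cells were transduced with wild-type KCNH2 virus (2.03 x 10^8 / mL) for 4 h at room temperature, then cultured overnight at 37 C. Thallium flux was read with FluxOr dye. Rate constants were normalized to DMSO controls.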
FBPA coupling cs: qHTS Assay for Inhibitors of Fructose-1,6-bisphosphate Aldolase from Giardia Lamblia: Coupling assay counterscreen; coupling enzyme system counterscreen, AmpLite Red fluorescence; 0.67% of 290,000 active; activity change, negative = inhibition, % at 58.2 µM, hits read low; in the data active means activity change below about -30%
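Fluorescence at 525 nm excitation and 598 nm emission measured inhibition of the coupled detection system without aldolase. Compounds (at 57.5 uM final) were preincubated 10 min at room temperature with coupling enzyme reagent before a 20 min substrate/AmpLite Red step.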
GALK inhibitor: qHTS Assay for Inhibitors of Human Galactokinase (GALK); P51570; Purified GALK, Kinase-Glo residual ATP luminescence; Potency, µM (series often up to 57.5 µM), without a hit: at the top dose activity change, negative = inhibition, actives largely listed as inhibitors; 0.007% of 270,000 active; further: potency means the concentration at half of the fitted maximal effect
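Quantitative HTS: GALK 5 nM, ATP 35 uM, galactose 100 uM, 1 h room temperature, then luciferase-based ATP detection.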
B2AR arrestin: qHTS assay of beta-arrestin-biased ligands of beta2-adrenergic receptor; Beta-2 adrenergic receptor (Homo sapiens), P07550; beta-arrestin recruitment to beta2AR, cell-based reporter; Potency, µM (doses to about 46.1 µM), for inactives: at the top dose activation, usual class: activators; 0.02% of 330,000 active;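 further: potency means the concentration at half of the fitted maximal effect; 0% = DMSO controls and full agonism = EC100 isoproterenol or metaproterenol; nearly all actives have a fitted effect of over 65% in size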
Target sequence (P07550 whole entry, looked up): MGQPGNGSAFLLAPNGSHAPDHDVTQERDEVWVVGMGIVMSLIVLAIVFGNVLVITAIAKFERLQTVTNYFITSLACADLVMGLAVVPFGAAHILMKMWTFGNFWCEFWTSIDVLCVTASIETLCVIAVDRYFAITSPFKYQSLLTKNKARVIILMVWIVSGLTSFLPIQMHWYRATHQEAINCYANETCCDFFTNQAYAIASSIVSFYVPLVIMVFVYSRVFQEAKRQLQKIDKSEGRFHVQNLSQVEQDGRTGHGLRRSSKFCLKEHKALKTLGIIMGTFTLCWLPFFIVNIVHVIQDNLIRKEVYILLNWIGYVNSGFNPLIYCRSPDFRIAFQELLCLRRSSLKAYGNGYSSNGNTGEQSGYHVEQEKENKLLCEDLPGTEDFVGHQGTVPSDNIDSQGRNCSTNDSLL
Chronic BCR inh: qHTS Assay to Find Inhibitors of Chronic Active B-Cell Receptor Signaling; ABC-DLBCL IkBa-CBG/CBR reporter, luminescence ratio, 4 h; Potency, µM (titrated, usually from 46.1 µM), inactives show at the highest dose ratio change, negative = lower green/red ratio, usual class: inhibitors; 0.05% of 340,000 active; active means well fitted inhibition curve with a large enough effect in the signal ratio, with a control signal flat, not every such curve was filed as active; inconclusive means small, poorly fitted or top-dose-only effect, or effect the other way, or a change in a side signal; the % refers to the signal ratio;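 further: potency means the concentration at half of the fitted maximal effect; plate controls were basal doxycycline-induced cells for no effect and cells given 10 µM MG132 for full effect; MG132 reads +100%, hits lower the ratio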
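Compounds up to 46 uM were incubated four hours with TMD8 cells whose green CBG68 luciferase is fused to IkappaBalpha; red CBR luminescence normalised the signal, and concentration-effect curves were fitted to fusion, red and ratio data.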
PKM2 activator: qHTS Assay for Activators of Human Muscle isoform 2 Pyruvate Kinase; purified PKM2, Kinase-Glo ATP luminescence, activation; response scale: 0% is enzyme alone, no compound; Pyruvate kinase PKM (Homo sapiens), P14618; Potency, µM (highest dose often 57.5 µM), for inactives: at the highest dose activation, hits mostly activators; 0.34% of 260,000 active; further: potency means the concentration at half of the fitted maximal effect; nearly all actives have a fitted effect of over 55% in size
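Purified hPK-M2 (>95% pure) converted ADP (0.1 mM final) to ATP with 0.5 mM PEP in 50 mM imidazole pH7.2, KCl, MgCl2, Tween 20, BSA; 1 h at room temperature. ATP detected by Kinase-Glo luminescence.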
USP2a block: qHTS Assay for Inhibitors of Ubiquitin-specific Protease USP2a Using CHOP2 as the Reporter | USP2 core, Ub-CHOP2 coupled fluorogenic reporter, 485/531 | Potency, µM (top dose mostly 38.3 µM), for inactives: at the highest dose activity change, negative = inhibition, usual class: inhibitors | 0.01% of 330,000 active | AID 463254, 2010;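 further: potency means the concentration at half of the fitted maximal effect; plate controls were DMSO wells for no effect and full inhibition by NEM control for full effect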
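Deubiquitinase activity read as fluorescence (485/531 nm) after Ub-CHOP2 cleavage activates the enterokinase reporter on its substrate; USP2 core 10nM, Ub-CHOP2 and substrate 25nM each, 30min compound preincubation then 60min RT; data normalized to NEM, curves fitted.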
uPA surface inh: qHTS for Inhibitors of Cell Surface uPA Generation; cell surface uPA generation assay, qHTS; 0.31% of 330,000 active; Potency, µM (highest dose often 38.3 µM), for inactives: at the highest dose activity change, negative = inhibition, hits mostly inhibitors; active means well fitted inhibition curve with a large enough effect; inconclusive means small, poorly fitted or top-dose-only effect; inactive means no such curve, though single readings can be large or run the other way; tested in mouse RAW 264.7 cells; further: potency means the concentration at half of the fitted maximal effect; nearly all actives have a fitted effect of over 55% in size
An asterisk follows results filed as active; ? = inconclusive; nt = no result given; [ ] = remark or other dose. Unless noted, the call rests on the fitted dose curve; in most records, active means well fitted curve in the direction sought with a large enough effect; inconclusive means small, poorly fitted or top-dose-only effect, or another doubt; inactive means no such curve, though single readings can be large; an effect the other way counts as inactive or inconclusive. Unless noted, on the % scale 0 is the no-effect control and ±100 the full control effect.

SMILES | Giardia kill | KCNH2 3.1 inh | Eya2 phos inh | hERG WT inh | FBPA coupling cs | GALK inhibitor | B2AR arrestin | Chronic BCR inh | PKM2 activator | USP2a block | uPA surface inh
CCCc1nnc(NC(=O)c2ccncc2)s1 | 0 | 0 | 0% | 5 | 3 | 6% | -0.1% | ? | -4% | 4% | -4%
CCCNC(=O)COc1ccccc1[N+](=O)[O-] | 4 | 1 | -3% | -1 | 2 | 0% | -0.2% | -3% | 9% | 3% | -13%
O=C(NCc1ccc(F)cc1)C1CCN(S(=O)(=O)N2CCCC2)CC1 | 4 | 5 | 0% | nt | 2 | -3% | 0.1% | -2% | 5% | -1% | 5%
O=C(Nc1ccc2c(c1)OCO2)C1(S(=O)(=O)c2ccc(Cl)cc2)CC1 | 5 | 15 | 2% | -3 | -1 | -1% | 0.5% | -1% | 1% | 1% | 7%
COCCCNC(=O)CN1C(=O)/C(=C/c2ccccc2C)Sc2ccccc21 | 8 | -19 | -3% | 6 | -1 | -1% | 0.0% | -28% | -2% | 1% | 13%
O=C(NC(=S)N(CCO)Cc1ccccc1)c1ccc(S(=O)(=O)N2CCCC2)cc1 | -30 | 5 | -2% | -6 | 0 | 14% | 0.0% | 0% | 2% | -1% | -4%
COc1c(C)cccc1C(=O)NC(=S)Nc1ccc2c(c1)Cc1ccccc1-2 | 36[activator] | -7 | 11% | -8 | 0 | -1% | -0.3% | 2% | -1% | -1% | 7%
COc1ccccc1C1C(C(C)=O)=C(O)C(=O)N1c1ccc(O)cc1 (configuration not stated) | 3 | -3 | -3% | 6 | -3 | -1% | 0.0% | 5% | 2%[11.5 µM] | 0% | -1%
O=C(c1ccc(Cn2c(=O)[nH]c3ccccc3c2=O)cc1)N1CCN(c2ccccc2)CC1 | 7 | -4 | 1% | 6 | 0 | -1% | -0.1% | -1% | -10% | -2% | -7%
O=C(COC(=O)c1ccc(NS(=O)(=O)c2ccc3c(c2)OCCO3)cc1)NC1CC1 | -14 | 3 | 16% | -12 | 7 | 2% | -0.5% | -10% | ? | 3% | -4%
O=C(OCC(=O)c1ccc(Cl)s1)c1ccccn1 | 23 | -4 | -2% | 3 | 0 | -2% | -0.4% | -13% | -16% | 4% | 10%
Oc1ccc(O)c(-c2cnns2)c1 | 4 | 2 | 1% | -3 | 3 | 3% | 2.4% | -14% | -18% | 4% | 1%
Cc1ccc(C(=O)Nc2cc3c(cc2Cl)OCCCO3)cc1 | -21 | -30 | 3% | -2 | -2 | nt | -0.1% | ? | -1% | 1% | 2%
CCc1c(C)sc(NC(=O)c2cc(C)no2)c1C#N | -1 | 27 | 1% | 2 | 2 | 0% | -0.9% | ? | -3% | 0% | ?
COc1ccc(Cc2ccc(OC)c(N)c2)cc1N | 7 | -9 | -16% | -6 | 5 | 1% | -0.3% | -15% | -7% | -5% | -15%
COc1ccc(CCNS(=O)(=O)c2ccc3c(c2)n(C)c(=O)c(=O)n3C)cc1OC | 4 | 1 | -5% | 8 | 0 | 1% | -0.8% | -10% | -11% | 4% | 0%
O=C1NNC(c2ccccc2)=N/C1=C\c1ccc(Cl)cc1 | -17 | -13 | -8% | -4 | 0 | -1% | -0.5% | ? | -7% | 0% | -4%
O=S(=O)(c1ccc(F)cc1)N1CCN(CC2CC3C=CC2C3)CC1 (configuration not stated) | 3 | 2 | -8% | -9 | 3 | 3% | -0.2% | 4% | ? | 1% | 9%
Cc1scc(C(=O)O)c1-c1c(C(=O)O)csc1C | 6 | -14 | -1% | 6 | 6 | 2% | -0.3% | -4% | -1% | -1% | -12%
CSCC(=O)N1CCCC(N2CCN(c3cccc(C(F)(F)F)c3)CC2)C1 (configuration not stated) | -28 | -22 | 9% | 0 | -1 | -3% | 0.0% | 3% | 1%[11.5 µM] | -1% | -16%
CCCOc1ccc(-c2nc(-c3ccc(N)cc3)cs2)cc1 | nt | nt | -5% | nt | 0 | 0% | -0.3% | ? | -6% | -1% | nt
C=CCn1c(=N)n(CC(=O)c2ccc(OC)cc2)c2ccccc21 | -9 | -6 | -14% | 8 | 1 | nt | -0.4% | -1% | 1% | 0% | -3%
CN(C1CCCCC1)S(=O)(=O)c1ccc2c(c1)c(=O)c(C(=O)N1CCc3ccccc3C1)cn2C | 8 | 4 | 9% | 3 | 4 | 2% | 0.3% | -9% | 0% | -1% | -15%
CN(Cc1nc2ccccc2c(=O)[nH]1)C(=O)c1ccc(S(=O)(=O)N2CCCC2)cc1 | 14 | -6 | -9% | 13 | nt | nt | 0.1% | 0% | nt | 1% | 5%
COc1ccccc1NC(=O)NC(N)=O | 12 | 9 | 8% | -13 | 0 | 1% | 0.0% | -16% | 16% | 0% | -3%
O=C(NCc1ccc(F)cc1)C1CCCN(c2nc3ccsc3c(=O)s2)C1 (configuration not stated) | 14 | 10 | -1% | 7 | 3 | -3% | 0.6% | -1% | -5% | -1% | -4%
CCCN(C(=O)CCc1ccc(OC)cc1)c1c(N)n(Cc2ccccc2)c(=O)[nH]c1=O | -15 | 1 | 11% | 9 | nt | nt | -0.2% | -7% | nt | 0% | 5%
CCCCN1CCS(=O)(=O)N(Cc2ccccc2Br)CC(C(=O)OC)C1 (configuration not stated) | 14 | -49 | -3% | -16 | nt | nt | -0.7% | -10% | nt | 2% | 3%
CCN(CC)C(=O)Oc1ccc2ccccc2c1Br | 13 | -7 | -5% | -5 | 2 | -1% | -0.6% | ? | -1% | -8% | -3%
CSc1nc2cc(F)c(F)cc2n1C | -6 | 6 | -6% | -7 | 7 | 2% | -0.2% | 1% | -6% | 1% | nt
CCOC(=O)c1oc2nc(C(C)C)c3c(c2c1N)CC(C)(C)OC3 | -11 | 9 | -10% | 5 | -1 | 4% | -0.3% | -2% | -1% | -1% | -3%
N#Cc1c(N)oc(-c2ccc3c(c2)OCO3)c1-c1ccc2c(c1)OCO2 | 8 | 2 | 28% | -5 | -38* | 3% | -0.2% | -1% | 5% | -1% | -1%
CC(C)(C)NC(=O)Cn1c(SCC(=O)Nc2nccs2)nc2ccccc21 | 9 | 13 | 0% | -1 | -1 | 0% | -0.5% | ? | 0% | 0% | 5%
CCC(C)(C)c1ccc(OCC(=O)N(C)C)c(C(C)(C)CC)c1 | 18 | 8 | -6% | -9 | -6 | 1% | -0.1% | -8% | -3% | -10% | 10%
Cn1c(SCc2ccccc2)nnc1-c1cnccn1 | 5 | -2 | 5% | -1 | -12 | 0% | -0.3% | 1% | 28% | 1% | nt
Cc1c(OCC(=O)NCCN2CCOCC2)ccc2c(-c3ccccc3)cc(=O)oc12 | ? | 13 | 7% | -12 | 1 | 7% | -0.1% | -3% | nt | 0% | -3%
COc1ccc(CCNC(=O)COC(=O)C2CC2C)cc1OC (configuration not stated) | 27 | -9 | -7% | -14 | nt | nt | -0.3% | 0% | nt | -2% | -2%
CCOC(=O)c1c(NC(=O)COC(=O)c2ccccn2)sc2c1CCC2 | 0 | 19 | -3% | 3 | -1 | 0% | -1.2% | ? | -2% | 5% | 4%
C=CCn1c(=O)c2ccccc2n2c(SCC(=O)Nc3sc(C)c(CC)c3C(=O)OCC)nnc12 | 9 | -19 | 3% | 2 | 2 | 0% | 3.2% | -1% | 2% | 6% | 2%
CC1Cc2ccccc2N1C(=O)CSc1nc(-c2ccccc2)cs1 (configuration not stated) | 10 | 2 | -11% | -3 | -6 | 0% | 1.6% | 16% | 9% | 1% | -17%

Compounds shown so far containing an NH in an aromatic ring, in the order listed:
SMILES | Giardia kill | KCNH2 3.1 inh | Eya2 phos inh | hERG WT inh | FBPA coupling cs | GALK inhibitor | B2AR arrestin | Chronic BCR inh | PKM2 activator | USP2a block | uPA surface inh
O=C(c1ccc(Cn2c(=O)[nH]c3ccccc3c2=O)cc1)N1CCN(c2ccccc2)CC1 | 7 | -4 | 1% | 6 | 0 | -1% | -0.1% | -1% | -10% | -2% | -7%
CN(Cc1nc2ccccc2c(=O)[nH]1)C(=O)c1ccc(S(=O)(=O)N2CCCC2)cc1 | 14 | -6 | -9% | 13 | nt | nt | 0.1% | 0% | nt | 1% | 5%
CCCN(C(=O)CCc1ccc(OC)cc1)c1c(N)n(Cc2ccccc2)c(=O)[nH]c1=O | -15 | 1 | 11% | 9 | nt | nt | -0.2% | -7% | nt | 0% | 5%

Compound activity from PubChem.

Not a hit list, and some 2.4% of all compounds hit somewhere here.
